Screening results from PubChem.
MEP2-GFP yeast = modulators of TOR pathway MEP2-GFP in S. cerevisiae. S. cerevisiae MEP2-GFP strain, flow cytometry GFP, 3 h; 100% = DMSO control level. GFP response vs DMSO, % at 10 µM. 330,000 tested, 0.51% active;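 active = GFP response versus DMSO above a set limit, roughly screen mean plus 3 SD, cut at about 180% in these data; inconclusive = fewer than 70 cells counted for a yeast strain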;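 note: median GFP fluorescence of the barcode-gated MEP2-GFP cells per well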
AHR activator = human AHR activation; P35869; 320,000 tested, 2.5% active; activation, % at 5 µM; AHR-responsive luciferase reporter cells, luminescence; in the data active = activation above about 47%;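 note: 0% = vehicle wells and 100% = reference agonist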
procasp3 activ = procaspase-3 (human) activation. P42574. recombinant procaspase-3 D3A, Ac-DEVD-pNA absorbance 405 nm. activation, % at 8.5 µM. 330,000 tested, 0.11% active. AID 463141;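 active = activation above the mean of all tested compounds plus 3 SD, cut at about 21% in these data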;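 note: 0% = DMSO alone and 100% = DMSO wells spiked with extra 5 µM PC-3 D3A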
Target sequence (P42574 whole entry D9A/D28A/D175A): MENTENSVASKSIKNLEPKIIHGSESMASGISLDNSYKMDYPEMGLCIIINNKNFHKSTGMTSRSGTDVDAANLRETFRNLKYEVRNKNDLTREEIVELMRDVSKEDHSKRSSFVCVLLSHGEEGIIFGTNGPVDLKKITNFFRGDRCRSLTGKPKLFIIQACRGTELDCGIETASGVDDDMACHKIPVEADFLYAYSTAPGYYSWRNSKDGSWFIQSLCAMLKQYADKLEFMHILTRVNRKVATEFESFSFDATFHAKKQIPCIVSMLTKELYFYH
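Assay system – Procaspase-3 D3A mutant, all three cleavage aspartates alanine · Controls – DMSO-only low control, 5 µM PC-3 D3A high control · Schedule – 1 h compound preincubation, 2 h substrate hydrolysis at 25 °C · Signal – 405 nm absorbance of p-nitroaniline, reads at 0 and 120 min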
AGP1 TOR yeast = alters AGP1-GFP fluorescence in TOR pathway yeast screen; S. cerevisiae AGP1-GFP multiplex flow cytometry, 3 h; GFP as percent of DMSO wells; GFP response vs DMSO, % at 10 µM; 320,000 tested, 0.02% active;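 active = GFP response relative to DMSO above a set limit, near screen average plus 3 SD, cut at about 150% in these data; inconclusive = fewer than 70 cells counted for the yeast strain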;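 note: median GFP channel fluorescence of the gated AGP1 strain per well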
procasp7 counter = counter-screen for procaspase-3 activators: activators of human procaspase-7 | 330,000 tested, 0.093% active | activation, % at 8.5 µM | recombinant procaspase-7, Ac-DEVD-pNA absorbance 405 nm; D23A/D198A/D206A triple mutant, cannot self-cleave; scale: DMSO 0, 5 µM enzyme 100;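 active = percent activation above the screen-wide mean plus 3 SD, cut at about 25% in these data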
Target sequence (P55210 whole entry D23A/D198A/D206A): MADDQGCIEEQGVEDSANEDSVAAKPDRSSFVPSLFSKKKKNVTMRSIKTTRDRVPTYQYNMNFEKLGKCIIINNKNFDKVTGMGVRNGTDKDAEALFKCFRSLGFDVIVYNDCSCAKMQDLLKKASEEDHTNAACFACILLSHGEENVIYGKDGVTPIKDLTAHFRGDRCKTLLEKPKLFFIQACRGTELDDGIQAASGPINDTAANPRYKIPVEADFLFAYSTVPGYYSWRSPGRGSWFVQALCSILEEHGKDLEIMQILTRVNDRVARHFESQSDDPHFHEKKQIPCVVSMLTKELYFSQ
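buffer or medium = Zinc-free HEPES/NaCl buffer, pH 7.4 | material = Procaspase-7 triple mutant (PC-7 D3A) | input = 2 µM procaspase-7 mutant as dispensed | signal = Epi-absorbance of released pNA at 405 nm, two timepoints | timing = 1 h preincubation, 2 h reaction | replicates = singlicate compound testing | evaluation = % activation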
LAP4 TOR yeast = yeast TOR pathway LAP4-GFP modulation; S. cerevisiae LAP4-GFP multiplex, flow cytometry GFP, 3 h; median GFP as percent of DMSO wells; GFP response vs DMSO, % at 10 µM; 320,000 tested, 0.34% active; AID 2023;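 active = GFP response vs DMSO above a set limit, about the screen mean plus 3 SD, cut at about 150% in these data; inconclusive = under 70 cell events counted for the yeast strain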
RPL19A TOR yeast = yeast TOR pathway RPL19A-GFP modulation. S. cerevisiae RPL19A-GFP strain, flow cytometry, 3 h; hits give low values. percent response vs DMSO, % at 10 µM. 330,000 tested, 0.3% active;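 active = percent response vs DMSO below 50%; inconclusive = fewer than 70 events counted for the yeast strain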;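 note: median channel GFP fluorescence of the barcoded RPL19A-GFP strain; ratio of sample median GFP to plate DMSO average so 100% = DMSO; lower means less RPL19A-GFP as with rapamycin TOR inhibition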
CIT2 TOR yeast = modulators of TOR pathway CIT2-GFP in S. cerevisiae. 320,000 tested, 0.065% active. GFP response vs DMSO, % at 10 µM. S. cerevisiae CIT2-GFP strain, flow cytometry, 3 h; 100 means same as DMSO wells. AID 2029;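 active = GFP response relative to DMSO above a set limit, near the screen mean plus 3 SD, cut at about 150% in these data; inconclusive = Fewer than 70 cells measured for a yeast strain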;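 note: ratio of well median GFP fluorescence to mean of DMSO wells on the plate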
Active calls of the source: *; ? = inconclusive; · = not tested or not shown; & = joins results of further samples.

SMILES | MEP2-GFP yeast | AHR activator | procasp3 activ | AGP1 TOR yeast | procasp7 counter | LAP4 TOR yeast | RPL19A TOR yeast | CIT2 TOR yeast
Cn1c(=O)c2c(nc(N3CCOCC3)n2CCNC2=NCCC2)n(C)c1=O | 103 | -2 | 13 | 111 | 14 | 113 | 101 | 106
COc1ccccc1C1C(C(=O)c2ccco2)=C(O)C(=O)N1c1cc(C)on1 (stereo unspecified) | 105 | -4 | -5 | 88 | -11 | 95 | 108 | 101
O=C(N/N=C/c1cccnc1)c1cccc(NC(=O)c2cccc(Br)c2)c1 | 99 | 76* | 0 | 97 | 0 | 89 | 100 | 89
Cc1ccc(N(CC(=O)NC2CCCCC2)C(=O)c2ccc(C)s2)cc1 | 96 | -1 | 1 | 88 | 3 | 91 | 100 | 88
CC(C)OC(=O)c1cc(=O)[nH]c2ccccc12 | 96 | 3 | 2 | 99 | 1 | 99 | 97 | 94
CC(C)NS(=O)(=O)c1ccc(OCC(N)=O)c(Cl)c1 | 95 | 0 | 1 | · | 4 | 100 | 95 | 100
Cc1ccsc1/C=c1\sc2ncnn2c1=O | 98 | 4 | -4 | 81 | -9 | 109 | 100 | 104
CC1=Nc2ccccc2N=C(NC(=O)/C=C/C(=O)O)C1c1ccccc1 (stereo unspecified) | 92 | 8 | -1 | 95 | -2 | 92 | 92 | 97
COC(=O)c1c(C)[nH]c(C(=O)OCC(=O)NC(C)(C)C)c1C | 98 | 23 | 2 | 98 | 6 | 95 | 93 | 94
O=C(COC(=O)Cc1ccc(Br)cc1)NCC1CCCO1 (stereo unspecified) | 101 | -1 | 5 | 97 | -3 | 110 | 101 | 91
O=C(Oc1cncc(Cl)c1)c1sccc1Cl | 100 | 2 | 4 | 95 | 6 | 101 | 96 | 89
COc1ccc(NC(=O)c2cc(Br)c(Br)s2)cn1 | 96 | 24 | 3 | 90 | 9 | 112 | 98 | 83
Cc1ccnc(NC(=O)c2cc(S(=O)(=O)N3CCCCC3)ccc2Cl)c1 | 109 | 2 | 5 | 99 | -5 | 101 | 96 | 102
COCc1n[nH]c(=S)n1-c1ccccc1 | 94 | 3 | 5 | 101 | -4 | 95 | 94 | 90
C=CCOc1ccccc1C1C2=C(CC(C)(C)CC2=O)Nc2c1c(=O)n(C)c(=O)n2C (stereo unspecified) | 97 | -1 | -3 | 106 | -1 | 88 | 95 | 101
CCCCOc1ccc(N(CC(=O)NCc2ccco2)C(=O)CCC(=O)Nc2nccs2)cc1 | 103 | 8 | 7 | 105 | 6 | 98 | 101 | 97
O=C(CCC1CCCC1)N1CCC(N2CCN(c3ccccc3)CC2)CC1 | 101 | -2 | -1 | 108 | 3 | 123 | 98 | 92
CCC(=O)N1N=C(c2ccc(NS(C)(=O)=O)cc2)CC1c1ccc(N(C)C)cc1 (stereo unspecified) | 102 | 9 | -4 | 102 | -1 | 93 | 103 | 101
Cc1cc(NC(=O)CSc2nnnn2C2CCCC2)no1 | 104 | 3 | 7 | 104 | -4 | 99 | 99 | 100
Cc1noc(C)c1CSc1nc2ccccc2c(=O)n1-c1ccc(F)cc1F | 100 | -1 | -4 | 104 | 11 | 103 | 101 | 96
CCOC(=O)c1c(-c2cccs2)csc1N | 98 | 0 | -2 | 103 | -12 | 100 | 98 | 99
COCC(=O)Nc1cc(C)c2c(=O)oc3ccccc3c2n1 | 102 | 7 | -2 | 97 | 6 | 101 | 93 | 89
CC(C)=CC(=O)Nc1nnc(-c2ccc(F)cc2)s1 | 106 | -3 | 3 | 102 | 0 | 101 | 98 | 104
NC(=O)CSc1ncnc2c1oc1ccccc12 | 118 | 3 | 5 | 100 | 1 | 102 | 100 | 102
O=C(C[n+]1cc(-c2ccc(Cl)c(Cl)c2)n2c1CCC2)OCc1ccccc1 | 103 | 5 | 3 | 102 | 7 | 99 | 98 | 105
More results.
SMILES | MEP2-GFP yeast | AHR activator | procasp3 activ | AGP1 TOR yeast | procasp7 counter | LAP4 TOR yeast | RPL19A TOR yeast | CIT2 TOR yeast
CCCCOc1ccc(-c2nnn(C(C)(C)C(=O)OC)n2)cc1 | 99 | 2 | -3 | 101 | -5 | 102 | 98 | 106
Nc1ccccc1O | 95 | 74* | -9 | 105 | -5 | 100 | 103 | 111
CCn1cc(C(=O)NCc2ccccc2OC)c(=O)c2cc(S(=O)(=O)N(C)C)ccc21 | 106 | 2 | 8 | 98 | -5 | 101 | 98 | 97
O=C(Nc1nncs1)c1ccc2c(c1)OCO2 | 98 | 65* | 0 | 99 | 2 | 104 | 96 | 107
CSCC[C@H](NS(=O)(=O)c1ccc(C)cc1)C(=O)N1CCC(C(=O)N[C@H](C(=O)O)c2ccccc2)CC1 | 114 | -1 | 2 | 109 | 0 | 107 | 104 | 108
O=C(O)C1CCN(C(=O)c2ccccc2Cl)CC1 | 96 | 0 | 16 | 101 | -4 | 91 | 99 | ·
O=C(CC1OC(=O)c2ccccc21)c1ccco1 (stereo unspecified) | 106 | 2 | 7 | 102 | -3 | 100 | 99 | 92
COc1ccc(/C=N/NC(=O)CSc2ccccn2)cc1OC | 92 | 10 | -12 | 106 | 8 | 102 | 97 | 104
O=C(O)c1ccc(-n2c(/C=C/c3cccc([N+](=O)[O-])c3)nc3ccccc3c2=O)cc1 | 116 | -1 | -3 | 112 | 3 | 109 | 103 | 118
C/C(CC(=O)Nc1cc(C)ccn1)=N\NC(=O)C(=O)Nc1cccc(C)c1 | 103 | 4 | -10 | 93 | -8 | 90 | 98 | 99
Cc1ccc2nc(N/C(=N/S(=O)(=O)c3ccc(F)cc3F)c3ccccc3)sc2c1 | 91 | -2 | 14 | 105 | -2 | 98 | 100 | 95
O=C(COCc1cc(-c2ccc3c(c2)OCO3)on1)N1CCN(c2ccccc2)CC1 | 115 | 1 | 6 | 110 | -5 | 111 | 100 | 95
Cc1ccc(OCC(=O)NCCCNC(=O)c2ccncc2)cc1 | 101 | 1 | 1 | 90 | 4 | 77 | 94 | 88
COc1ccc(-c2nc(CS(=O)CC(=O)NCCCN3CCCC3)c(C)o2)cc1OC (stereo unspecified) | 100 | 0 | 0 | 103 | -5 | 91 | 96 | 97
CCC(C)/C(C)=N/NC(=O)c1ccc(COc2ccc(Cl)c(C)c2)cc1 (stereo unspecified) | 135 | 3 | -8 | 99 | 3 | 206* | 85 | 64
O=C(OCn1nnc2ccccc2c1=O)c1ccco1 | 101 | 10 | 7 | 90 | 3 | 102 | 94 | 97
Cc1ccccc1C(=O)Nc1ccc(C(=O)NNC(=O)CCCOc2ccc(Cl)cc2Cl)cc1 | 104 | 3 | 9 | 99 | -4 | 101 | 100 | 103
COC(=O)c1cc(NC(=S)Nc2cc(Cl)cc(Cl)c2)cc(C(=O)OC)c1 | 102 | 4 | -5 | 97 | -9 | 89 | 97 | 102
O=C(NCCc1ccccc1)c1cccc(S(=O)(=O)N2CCCCC2)c1 | 98 | 1 | 5 | 99 | -2 | 99 | 96 | 95
CCCNC(=O)c1ccc(COc2ccc(Cl)cc2)o1 | 107 | · | · | 93 | · | 100 | 104 | 101
NC(=O)NCC(c1ccccc1)C1CCCCC1 (stereo unspecified) | 111 | -1 | 3 | 103 | 2 | 97 | 102 | 99
NC(=O)CCN1CCN(S(=O)(=O)/C=C/c2ccccc2)CC1 | 103 | -4 | -4 | 106 | -2 | 99 | 103 | 108
Nc1ccc(S(=O)(=O)O)cn1 | 102&102&114 | 1&0&-1 | -2&-6&-1 | 105&101&100 | -2&-13&0 | 109&100&105 | 103&99&103 | 104&105&105
Cc1c(OCC(=O)C(C)(C)C)ccc2c(-c3ccccc3)cc(=O)oc12 | 103 | 11 | 1 | 102 | -7 | 91 | 101 | 105
CC1CCCCN1C(=O)c1c(Cl)cnn1C (stereo unspecified) | 103 | · | · | 102 | · | 73 | 120 | 106

Of the compounds above, these have fluorine:
SMILES | MEP2-GFP yeast | AHR activator | procasp3 activ | AGP1 TOR yeast | procasp7 counter | LAP4 TOR yeast | RPL19A TOR yeast | CIT2 TOR yeast
Cc1noc(C)c1CSc1nc2ccccc2c(=O)n1-c1ccc(F)cc1F | 100 | -1 | -4 | 104 | 11 | 103 | 101 | 96
CC(C)=CC(=O)Nc1nnc(-c2ccc(F)cc2)s1 | 106 | -3 | 3 | 102 | 0 | 101 | 98 | 104
Cc1ccc2nc(N/C(=N/S(=O)(=O)c3ccc(F)cc3F)c3ccccc3)sc2c1 | 91 | -2 | 14 | 105 | -2 | 98 | 100 | 95

(further entries)
SMILES | MEP2-GFP yeast | AHR activator | procasp3 activ | AGP1 TOR yeast | procasp7 counter | LAP4 TOR yeast | RPL19A TOR yeast | CIT2 TOR yeast
CC(=O)Nc1ccc(S(=O)(=O)NCc2ccc3[nH]c(C)cc3c2)cc1 | 105 | 7 | -1 | 94 | 5 | 101 | 100 | 103
CCN(C(=O)CSc1nc2ccccc2c(=O)n1CCOC)C1CCS(=O)(=O)C1 (stereo unspecified) | 103 | 0 | 0 | 100 | 5 | 99 | 105 | 95
C/C(=N\Nc1nc(-c2ccccc2O)nc2ccccc12)c1ccccc1 | 102 | 53* | 0 | 97 | 0 | 101 | 99 | 97
O=C(Nc1c(C(=O)Nc2ccccc2)cnn1-c1ccccc1)c1ccco1 | 105 | 2 | -2 | 102 | -2 | 98 | 98 | 102
O=C(Nc1ccccc1F)C(c1ccccc1)c1ccccc1 | 91 | 0 | 1 | 105 | 7 | 116 | 92 | 87
O=C(CN1CCN(c2ncc(C(F)(F)F)cc2Cl)CC1)Nc1ccc2c(c1)OCO2 | 95 | 0 | 4 | 92 | 18 | 102 | 94 | 99
COc1cccc(NC(=O)CNC(=O)c2cccs2)c1 | 94 | 17 | -5 | · | -11 | 89 | 92 | 86
Cc1ccc(N(C(=O)c2csnn2)C(C(=O)NCc2ccccc2)c2ccccn2)cc1 (stereo unspecified) | 104 | 4 | -4 | 96 | -6 | 92 | 105 | 100
CSCCC(NS(=O)(=O)c1cccs1)C(=O)NCc1ccccc1 (stereo unspecified) | 95 | 1 | -2 | 92 | -5 | 90 | 99 | 91
N#C/C(=C\c1cn[nH]c1-c1ccc(Cl)cc1)C(=O)NCc1ccccc1 | 110 | 3 | -2 | 103 | 4 | 105 | 98 | 94
Cn1ncc(Br)c1C(=O)OCC(=O)Nc1nc(-c2ccccc2)cs1 | 104 | 9 | -6 | 97 | -18 | 100 | 103 | 91
CCC[C@@H]1C[C@@H](C(=O)NC(C(C)Cl)[C@H]2O[C@H](SC)[C@H](O)[C@@H](O)[C@H]2O)N(C)C1 (stereo partly specified) | 91 | -3 | 4 | 83 | 0 | 89 | 86 | 89
O=C(NCC1CCCO1)c1nn2c(C(F)(F)F)cc(-c3cccs3)nc2c1Br (stereo unspecified) | ? | 4 | 3 | ? | -3 | ? | ? | ?
COc1ccc(Cl)cc1C(=O)Nc1nc(C)cc(C)n1 | 103 | 18 | 0 | 97 | -1 | 90 | 106 | 99
CCN(C(=S)NC(=O)c1ccccc1Br)C1CCCCC1 | 106 | 2 | 7 | 108 | -7 | 105 | 107 | 107
Cc1ccccc1-n1nc(C(=O)c2cccs2)cc(-c2nc3ccccc3[nH]2)c1=N | 106 | 28 | 3 | 106 | 1 | 105 | 97 | 94
